Bioassay records from PubChem.
LYPLA2 counter – LYPLA2 inhibitors, primary screen, counter-screen for PME1 inhibitor project, biochemical, fluorescence polarization, FP-Rh probe ABPP; Acyl-protein thioesterase 2 (Homo sapiens), O95372; recombinant LYPLA2; inhibition, % at 5.9 µM; 320,000 tested, 0.38% active;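 active = inhibition above the screen-wide mean plus 3 SD, limit set per campaign, cut at about 26% in these data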;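 also: 0% = LYPLA2 with DMSO and 100% = wells lacking LYPLA2 enzyme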
PAFAH1B3 FP inh – PAFAH1B3 enzyme inhibitors, primary screen, biochemical, fluorescence polarization, human. Platelet-activating factor acetylhydrolase IB subunit alpha1 (Homo sapiens), Q15102. recombinant PAFAH1B3, FP-rhodamine probe. inhibition, % at 3.39 µM. 340,000 tested, 0.28% active. AID 492972, 2010;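 active = inhibition above the screen-wide average of all tested compounds plus 3 SD, cut at about 25% in these data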;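 also: 0% = enzyme with DMSO only and 100% = wells lacking PAFAH1B3 protein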
PAFAH1B2 inh – PAFAH1B2 enzyme inhibitors, primary screen, biochemical, fluorescence polarization, human. Platelet-activating factor acetylhydrolase IB subunit alpha2 (Homo sapiens), P68402. recombinant PAFAH1B2, FP-rhodamine activity probe. inhibition, % at 3.39 µM. 340,000 tested, 1.2% active. AID 492953, 2010;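 active = inhibition above the mean of all tested compounds plus 3 SD, cut at about 24% in these data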;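 also: 0% = enzyme with DMSO and 100% = wells lacking PAFAH1B2; many of its hits are not listed in these tables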
Target sequence (P68402 whole entry, looked up): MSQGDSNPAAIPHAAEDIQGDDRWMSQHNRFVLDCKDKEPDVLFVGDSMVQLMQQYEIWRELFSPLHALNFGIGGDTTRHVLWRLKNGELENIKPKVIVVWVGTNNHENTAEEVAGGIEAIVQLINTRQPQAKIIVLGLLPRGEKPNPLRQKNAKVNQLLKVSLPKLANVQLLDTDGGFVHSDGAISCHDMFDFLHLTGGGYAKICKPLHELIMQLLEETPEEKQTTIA
ZTA counter – ZTA (EBV) inhibition in EBNA-1 counter-screen; P03206; ZTA-DNA binding, fluorescence polarization; inhibition, % at 11 µM; 320,000 tested, 0.15% active; in the data active = inhibition above about 33%
PREPL inh – PREPL enzyme inhibitors, primary screen, biochemical, fluorescence polarization. 320,000 tested, 0.68% active. inhibition, % at 5.96 µM. recombinant PREPL, fluorescence polarization activity-based probe; in the data active = inhibition above about 43%;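 also: 0% = enzyme with DMSO and 100% = wells lacking enzyme; many of its hits are not listed in these tables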
EBNA-1 inh – EBNA-1 DNA-binding inhibitors, primary screen, biochemical, fluorescence polarization | inhibition, % at 14.8 µM | 300,000 tested, 0.34% active | AID 1950, 2009; in the data active = inhibition above about 28%
LYPLA1 inh – LYPLA1 inhibitors, primary screen, counter-screen for PME1 inhibitor project, biochemical, fluorescence polarization, FP-Rh probe ABPP | 320,000 tested, 0.16% active | recombinant LYPLA1 | Acyl-protein thioesterase 1 (Homo sapiens), O75608 | inhibition, % at 5.9 µM;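 active = inhibition above the mean of all tested compounds plus 3 SD, set per campaign, cut at about 14% in these data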;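 also: inhibitors block serine hydrolase probe labeling of LYPLA1 so polarization falls; 0% = enzyme with DMSO and 100% = wells lacking LYPLA1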
Target sequence (O75608 whole entry, looked up): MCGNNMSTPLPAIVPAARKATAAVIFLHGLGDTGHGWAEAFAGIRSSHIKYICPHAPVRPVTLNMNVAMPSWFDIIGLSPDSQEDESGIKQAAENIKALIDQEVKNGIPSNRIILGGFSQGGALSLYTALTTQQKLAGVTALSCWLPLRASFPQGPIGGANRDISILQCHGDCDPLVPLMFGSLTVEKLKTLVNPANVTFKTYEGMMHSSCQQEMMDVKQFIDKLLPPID
PAFAH2 FP inh – PAFAH2 enzyme inhibitors, primary screen, biochemical, fluorescence polarization, human; Platelet-activating factor acetylhydrolase 2, cytoplasmic (Homo sapiens), Q99487; recombinant PAFAH2, FP-rhodamine activity probe; inhibition, % at 3.39 µM; 340,000 tested, 0.99% active; AID 492956, 2010;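 active = inhibition above the mean over all tested compounds plus 3 SD, cut at about 30% in these data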;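 also: inhibitors block probe labeling of enzyme so polarization drops; 0% = enzyme with DMSO and 100% = wells lacking PAFAH2 protein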
pPAFAH FP inh – pPAFAH enzyme inhibitors, primary screen, biochemical, fluorescence polarization, human | inhibition, % at 3.39 µM | recombinant pPAFAH, FP-rhodamine probe fluorescence polarization | 330,000 tested, 1.5% active | Platelet-activating factor acetylhydrolase (Homo sapiens), Q13093;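 active = inhibition above the mean inhibition across the screen plus 3 SD, cut at about 25% in these data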;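 also: inhibitors block binding of the rhodamine activity-based probe so polarization drops; 0% = enzyme with DMSO and 100% = wells lacking pPAFAH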
* = called active by the depositor; & = joins results of further samples.

SMILES	LYPLA2 counter	PAFAH1B3 FP inh	PAFAH1B2 inh	ZTA counter	PREPL inh	EBNA-1 inh	LYPLA1 inh	PAFAH2 FP inh	pPAFAH FP inh
O=C(CN1C2CCC1CC(NC(=O)C1CC1)C2)NCc1ccccc1 (centres undefined)	5	-2	3	15	-5	5	-2	1	-1
O=C(NC1CCCC1)C1CCN(C(=O)c2cccc(Cl)c2)CC1	-2	9	-2	-5	15	-3	-1	-6	-1
CCn1cc(C(=O)NCc2ccco2)c(=O)c2cc(S(=O)(=O)N3CCC(C)CC3)ccc21	-6	7	4	-7	18	5	-4	1	4
CCc1nc2oc3cc(OC)ccc3c(=O)c2c(=O)n1Cc1ccccc1	1	0	5	-6	1	5	-1	10	6
CCc1c(C)nc2ncnn2c1N1CCC(C(=O)NCc2cccc(OC)c2)CC1	0	2	1	-15	9	-6	3	-14	6
COc1ccc(C(=O)Nc2ccc(N3CCCC3)cc2)cc1	-5	9	5	-13	41	-7	0	0	9
O=C(CSc1nnc(COc2ccc(Cl)cc2Cl)o1)Nc1ccccn1	0	-8	-6	12	7	-1	0	-8	-3
O=C(COC(=O)CCc1c[nH]c2ccccc12)NCc1ccc(Cl)cc1	-11	1	8	5	-13	-4	-2	8	18
O=C(c1ccc(S(=O)(=O)N2CCOCC2)cc1)N1CCN=C1SCc1cccnc1	-5	-1	2	6	4	2	-1	-1	-5
CC1=CC(=O)c2ccccc2C1=O	-2&5	4&6	2&2	3&6	-6&2	3&5	-4&3	3&-2	-2&2
N#Cc1ccccc1OCC(=O)NCC(c1cccs1)N1CCOCC1 (centres undefined)	-1	1	-2	7	10	3	1	-9	2
CCCCc1n[nH]c(=S)n1Cc1ccc(Cl)cc1	0	5	27*	-5	-4	5	1	1	3
C=CCn1c(N)c(C(=O)N2CCN(C)CC2)sc1=S	2	-2	-2	13	13	9	0	-9	6
C[C@H](NC(=O)c1nc[nH]c1C(=O)NCCCCCN)C(=O)OC(C)(C)C	-4	-2	6	-3	-6	-23	0	2	-2
C=CCN(c1ccccc1)S(=O)(=O)c1cccc(C(=O)NCC(c2ccc(F)cc2)N2CCOCC2)c1 (centres undefined)	-1	-1	0	-9	-4	4	-1	3	0

The final 4 records of the section before lead into the next.
SMILES	LYPLA2 counter	PAFAH1B3 FP inh	PAFAH1B2 inh	ZTA counter	PREPL inh	EBNA-1 inh	LYPLA1 inh	PAFAH2 FP inh	pPAFAH FP inh
CCCCc1n[nH]c(=S)n1Cc1ccc(Cl)cc1	0	5	27*	-5	-4	5	1	1	3
C=CCn1c(N)c(C(=O)N2CCN(C)CC2)sc1=S	2	-2	-2	13	13	9	0	-9	6
C[C@H](NC(=O)c1nc[nH]c1C(=O)NCCCCCN)C(=O)OC(C)(C)C	-4	-2	6	-3	-6	-23	0	2	-2
C=CCN(c1ccccc1)S(=O)(=O)c1cccc(C(=O)NCC(c2ccc(F)cc2)N2CCOCC2)c1 (centres undefined)	-1	-1	0	-9	-4	4	-1	3	0
COc1ccnc(N=CNOCc2ccc(F)cc2Cl)c1C#N	-5	9	-2	-3	-4	-5	0	2	11
CN(CC(=O)NCC1CCCO1)S(=O)(=O)c1ccc(Br)cc1 (centres undefined)	12	6	3	-12	7	6	3	8	3
CC(=O)Nc1ccc(NC(=O)c2c(C)nc3ccccn23)cc1	-6	5	-12	-9	16	-27	1	-2	-5
C/C(=N\Nc1nc(N2CCOCC2)nc(N2CCOCC2)n1)c1cccc([N+](=O)[O-])c1	-7	12	0	0	-1	4	0	6	-1
O=C(c1cccnc1)N1CCN(c2ccc(Cl)cc2)CC1	-1	1	-3	-9	29	3	4	-11	-7
O=C(NC(Cc1c[nH]c2ccccc12)C(=O)N/N=C/c1ccc(Cl)cc1)c1cccs1 (centres undefined)	-62	-4	-5	-11	17	-12	-36	-13	-12
C=CCn1c(=O)c2c3c(sc2n2c(Nc4ccccc4)nnc12)CCCC3	3	2	3	-11	-8	3	0	8	5
O=C(COc1ccc2c3c(c(=O)oc2c1)CCC3)NCCCN1CCOCC1	-5	10	7	13	4	-1	0	5	-2
CCOC(=O)C(NC(C)=O)(OCc1ccc(F)cc1)C(F)(F)F (centres undefined)	-5	-2	-1	1	-8	7	-1	3	7
COc1ccccc1/C=C/c1nc(S(=O)(=O)c2ccccc2)c(N2CCC(C(N)=O)CC2)o1	0	5	3	5	5	4	0	11	5
COCCNCc1ccccc1[N+](=O)[O-]	2	-2	0	-9	-4	3	-2	-1	4
CC1(C)CC(=O)C2=C(C1)N(CC1CCCO1)C(=O)C2(NC(=O)c1cccnc1)C(F)(F)F (centres undefined)	8	-7	-3	8	22	2	0	4	2
CC(=O)Nc1ccc(NC(=O)/C=C/c2cccc(C(F)(F)F)c2)cc1	4	-5	6	-8	-4	-5	5	3	8

Three entries already listed, ordered by the number in PAFAH1B2 inh, high to low.
Molecule | PAFAH1B2 inh
CCc1nc2oc3cc(OC)ccc3c(=O)c2c(=O)n1Cc1ccccc1 | 5
CCc1c(C)nc2ncnn2c1N1CCC(C(=O)NCc2cccc(OC)c2)CC1 | 1
O=C(NC(Cc1c[nH]c2ccccc12)C(=O)N/N=C/c1ccc(Cl)cc1)c1cccs1 (centres undefined) | -5

These rows are one share of the data; count on the stated rates, not on these rows.
